Screening results deposited in PubChem by several laboratories.
TNAP activators: human TNAP enzyme activators, primary screen, biochemical, luminescent, no phosphate acceptor, uHTS (AID 1001). purified TNAP, luminescent activation assay, no phosphate acceptor; higher activation fold means a stronger effect. activation fold at 20 µM, or EC50 in µM where a hit was titrated. hit rate 0.03% among 200,000; in the data active = activation fold from about 3, or a potency from the dose series; inactive = the rest, 99 in 100 with activation fold below about 1.6; also: many of its hits are not listed in these tables
MT stabilize HCS: stabilizes microtubules in HeLa cells. hit rate 0.83% among 200,000. AID 2205. HeLa tubulin immunostaining HCS, 24 h; share of cells brighter than vehicle mean+2SD. % tubulin-high responders, % at 10 µM;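 active = plate Z-score above 3 for both tubulin-high and condensed-nucleus cell shares, with cell loss under 80%, at 10 µM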;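 also: anti alpha tubulin signal scored within the nucleus-defined area of each cell; some results filed as inactive read as strong as hits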
Hep lipid drop: hepatic lipid droplet formation modulation; AML12 mouse hepatocytes, oleate lipid droplets, BODIPY imaging; inhibition, % at 6.5 µM; hit rate 0.4% among 240,000;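 active = lipid droplet intensity inhibited by at least 50%, with more than 500 cells counted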
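Assay system: AML12 mouse liver cells | Compound dosing: One dose, 6.5 µM compound | Read-out basis: Droplet intensity reduction, % inhibition | Measured by: Fluorescence imaging, 20x objective, two fields per well | Schedule: Overnight treatment with compound plus oleate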
Dynein cargo inh: dynein cargo transport inhibition; 3617.4 mouse cells, GR-EGFP nuclear translocation imaging; test concentration mostly 20 µM; stimulated with dexamethasone, 1 µM; active compounds read low; z-score, hits read low; hit rate 0.47% among 220,000;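 active = plate z-score of nuclear minus cytoplasmic receptor signal below a set negative limit, without overly bright fluorescence or cell loss, cut at about -3.5 in these data, passing the limit was not always enough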;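 also: z-score of nuclear minus cytoplasmic ring GR-EGFP intensity difference per well; some compounds called inactive have numbers as strong as hits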
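Buffer or medium: tet-free medium with charcoal-stripped serum / Also added: dexamethasone agonist, 1.0 µM final, for 30 min / Timing: induction 48 h, compound 1 h, agonist 30 min / Measured by: high-content fluorescence imaging after fixation / Read-out: nuclear-to-cytoplasmic GR-EGFP distribution per well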
T cell HTS: modulates CD8 T cell binding to vesicles. 2C CD8+ T cell-vesicle binding, flow cytometry; active compounds read low. calls only at 7 µM. hit rate 0.068% among 330,000;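 active = response, share of CD8 T cells binding vesicles, and their 90th percentile fluorescence all below set limits, cut at about 80% in these data, passing the limit was not always enough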
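Read-out – percent CD8+ FL2 mean versus row control · System – murine 2C transgenic CD8+ T lymphocytes · Times – 1.5 h cell–vesicle binding at 37 °C, then 20 min icy labelling · Control set – naked vesicles low, QL9 vesicles with vehicle high · Detection – cytometric PE anti-B7-1 and Alexa647 anti-CD8 signals after 1% paraformaldehyde fixation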
Insulin prom up: MIN6 insulin promoter up-regulation; MIN6 insulin promoter-GFP reporter, high-content imaging; active compounds read high; z-score at 5 µM; hit rate 0.3% among 190,000; AID 1625;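 active = z-score above 3 at 5 µM with at least 500 cells counted in the well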
PMI inhibitors: inhibitors of human PMI, primary screen, biochemical, fluorescence intensity, coupled assay (AID 1209); one-dose inhibition, % at 20 µM; IC50 in µM for titrated hits; purified PMI enzyme, coupled fluorescence intensity; higher % means a stronger effect; hit rate 0.42% among 190,000; in the data active = inhibition above about 50%;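 also: plate controls were DMSO vehicle for no effect and wells lacking substrate for full effect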
b-catenin transl: modulators of beta-catenin nuclear translocation. hit rate 0.3% among 190,000. HeLa beta-catenin nuclear translocation, immunofluorescence imaging. AID 1665. nuclear translocation activity, % at 5 µM;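 active = nuclear translocation activity above 50% at 5 µM, with a well cell count of 50 or more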;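 also: per-cell ratio of nuclear to cytoplasmic median beta-catenin stain intensity; plate controls were DMSO negative control for no effect and GSK-3 inhibitor IX positive control for full effect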
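System: HeLa cells, endogenous beta-catenin; compound dosing: 5 µM primary single dose, 0.1% DMSO, 0.02–20 µM confirmation series; incubation: 24 h compound exposure at 37°C, 5% CO2; signal: beta-catenin immunofluorescence imaging with DAPI; evaluation: % activation, nuclear-to-cytoplasmic median beta-catenin signal ratio per cell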
Myeloid diff MLP: myeloid differentiation induction; ER-HoxA9 myeloid progenitors, lysozyme-GFP differentiation, flow cytometry; AID 624256; calls only at 10 µM; hit rate 1% among 360,000;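 active = normalized GFP-positive differentiation at or above the plate's own cutoff, the solvent-only control mean plus 3 SD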;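 also: cells exposed to compound for four days before flow analysis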
Dynein cargo inh cytoplasmic EGFP: also measured in Dynein cargo inh; calls as there; z-score; measured here: cytoplasmic GR-EGFP intensity; active compounds read high
Dynein cargo inh nuclear GR-EGFP: further read-out of Dynein cargo inh, marked with its call; z-score; measured here: nuclear GR-EGFP intensity;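 lower value marks the stronger effect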
Dynein cargo inh cell count: second read-out of Dynein cargo inh, no call of its own (marks repeat the call); z-score; measured here: cell count per field
Insulin prom up cell count: also measured in Insulin prom up; calls as there; cell count; measured here: cytotoxicity, nuclei count;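 total cells summed across four imaged fields per well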
Hep lipid drop cells 6.5 µM: further read-out of Hep lipid drop, marked with its call; cell count; measured here: cell count, cytotoxicity flag;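 cells counted across two imaged fields per well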
b-catenin transl cell count 5 µM: also measured in b-catenin transl; calls as there; cell count; measured here: cell count, cytotoxicity flag
T cell HTS vesicle-bound %: also measured in T cell HTS; calls as there; double positive events, %; measured here: CD8+ vesicle-bound cell fraction;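 binding gate set so that unloaded-vesicle control wells show 10% double positive cells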
MT stabilize HCS Hoechst-high %: further read-out of MT stabilize HCS, marked with its call; % Hoechst-high responders; measured here: nuclear condensation Hoechst responders;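 share of cells brighter than vehicle mean plus two SD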
MT stabilize HCS cytotoxicity %: second read-out of MT stabilize HCS, no call of its own (marks repeat the call); toxicity, %; measured here: cytotoxicity by cell density;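 0% = mean cell density of plate MIN control wells and 100% = no cells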
Myeloid diff MLP GFP+ MAC1+ %: recorded beside Myeloid diff MLP, whose call it bears; GFP+ MAC1+ double positive, %; measured here: differentiation confirmed by MAC1 staining
An asterisk follows results filed as active; i = inactive; nt = no result given.

Structure	b-catenin transl	MT stabilize HCS cytotoxicity %	MT stabilize HCS	TNAP activators	T cell HTS	T cell HTS vesicle-bound %	Hep lipid drop	Myeloid diff MLP	MT stabilize HCS Hoechst-high %	Insulin prom up	Myeloid diff MLP GFP+ MAC1+ %	Dynein cargo inh nuclear GR-EGFP	b-catenin transl cell count 5 µM	PMI inhibitors	Dynein cargo inh cell count	Hep lipid drop cells 6.5 µM	Dynein cargo inh	Dynein cargo inh cytoplasmic EGFP	Insulin prom up cell count
CCOC(=O)Cn1c(N)c(C(=O)OC)sc1=S	-0.1	4.6	3.5	1.1	i	10	nt	i	1.6	-0.52	10	-0.57	1357	-5%	1.1	nt	-0.86	-0.3	1672
Cc1ccc2nc(-c3ccc(Br)o3)oc(=O)c2c1	4.8	4.1	2.4	1.1	i	32	-1	i	1.5	0.65	0.8	-1	1036	4%	0.18	718	-2.8	0.32	872
COC(=O)c1cc(NC(=O)c2ccccc2)c(=O)oc1C	-2.1	7.8	0.1	1	i	56	3	i	3.1	0.05	0.0	-0.11	1227	-60%	0.22	711	-0.96	-0.32	1234
Cn1c(SCc2nc3ccccc3s2)nnc1-c1ccc2c(c1)OCO2	nt	1.8	2.4	1.1	i	35	-10	i	1.4	0.09	6.5	0.62	nt	8%	0.46	756	1	-0.24	1258
CSc1ccc(S(=O)(=O)NCCSc2ccccn2)cc1	-4.1	7.3	2.3	1.1	i	15	-25	i	1.2	nt	6.4	0.046	1229	8%	0.41	710	-0.87	-0.22	nt
O=C(Nc1nnc(-c2ccco2)o1)C1CC1	-6.1	5.5	2.5	1.1	i	32	4	i	1.8	0.43	1.8	0.092	1077	5%	0.15	693	0.7	-0.24	1542
Cc1ccc(Oc2ncccc2C(=O)NC2CCSC2=O)cc1 (stereo not drawn)	-2.4	9.0	2.8	1	i	40	-8	i	1.6	-0.14	0.5	0.24	924	-8%	-0.44	724	0.47	-0.31	1599
CC(C(=O)Nc1cc(C(F)(F)F)ccc1N1CCOCC1)N1C(=O)C2CC=CCC2C1=O (stereo not drawn)	-4.6	5.0	1.5	1.1	i	66	nt	i	1.4	0.46	0.8	0.16	992	0%	0.55	nt	0.37	-0.22	1044
Cc1cc(NC(=O)c2ccc([N+](=O)[O-])cc2Cl)ccc1NC(=O)c1ccco1	-1.2	0.2	2.5	1.1	i	18	13	i	2.6	nt	1.6	-0.42	905	5%	0.66	526	-0.28	-0.29	nt
c1ccc(CCC2CCCCN2Cc2nc(C3CC3)no2)cc1 (stereo not drawn)	-0.3	9.5	3.4	1.1	i	54	-34	i	2.4	0.18	0.2	0.15	1093	1%	-0.64	713	0.74	-0.34	1448
CCOC(=O)Nc1ccc2c(c1)Sc1ccccc1N2C(=O)CCN1CCOCC1	-0.9	10.0	2.0	1.1	i	48	nt	i	2.3	-0.8	0.5	0.45	819	0%	-0.59	nt	0.61	-0.13	1479
Cc1cc(C)c(C(=O)Cn2nc(C(=O)O)c3ccccc3c2=O)cc1C	0.1	nt	nt	nt	i	30	-17	i	nt	-0.09	0.9	0.18	981	nt	0.63	638	0.22	-0.25	1425
Cc1cc(C(=O)NC2CCCCC2)c(C)n1-c1ccc(F)cc1	2.5	14	2.8	1	i	67	-1	i	1.9	0.12	1.0	-0.14	1020	10%	0.18	580	0.12	-0.27	1424
COc1ccccc1/C=C\C(=O)NCC(=O)N/N=C/c1ccc(O)cc1O	0.0	nt	nt	nt	i	48	6	i	nt	-0.12	0.5	0.29	1301	nt	0.49	701	0.93	-0.28	1149
COc1ccc(CNC(=O)CC2C(=O)NCCN2CC(C)(C)C)c(OC)c1 (stereo not drawn)	2.2	5.0	1.3	1.1	i	61	-6	i	1.6	nt	0.2	-0.94	1001	0%	-0.083	736	-1.8	-0.17	nt
Cc1ccc(S(=O)(=O)CCNC(=O)Cc2ccccc2)cc1	-7.5	64	42	1.1	i	54	-1	i	2.5	-0.29	0.4	0.31	1097	5%	-0.029	702	0.037	-0.18	1576
c1ccc2c(c1)sc1nnnn12	-0.2	5.9	2.8	1.1	i	48	-7	i	2.3	0.28	0.3	0.066	924	2%	0.38	665	-0.41	-0.26	1696
COc1ccc(C)cc1NS(=O)(=O)c1cn(C)nc1C	0.4	3.5	4.3	1.1	i	58	3	i	1.7	0.75	0.6	-0.6	1552	0%	0.55	729	-1.2	-0.27	1430
CC(C)CCn1c(N2CCN(Cc3ccccc3)CC2)nc2c1c(=O)[nH]c(=O)n2C	-7.9	0.8	2.8	1.1	nt	nt	28	nt	1.7	-0.18	nt	-0.22	1232	10%	1.1	768	-0.69	-0.23	1090
CCCOc1ccc(-c2c(C(=O)N/N=C/c3ccc(C)cc3)nnn2-c2nonc2N)cc1	-0.1	nt	nt	nt	i	39	-23	i	nt	-0.15	0.1	-0.3	1367	nt	1.3	713	-0.51	-0.29	1031

An excerpt from above with just Myeloid diff MLP, Myeloid diff MLP GFP+ MAC1+ % and MT stabilize HCS Hoechst-high %:
canonical_smiles	Myeloid diff MLP	Myeloid diff MLP GFP+ MAC1+ %	MT stabilize HCS Hoechst-high %
COc1ccc(C)cc1NS(=O)(=O)c1cn(C)nc1C	i	0.6	1.7
CC(C)CCn1c(N2CCN(Cc3ccccc3)CC2)nc2c1c(=O)[nH]c(=O)n2C	nt	nt	1.7

Later entries
Structure	b-catenin transl	MT stabilize HCS cytotoxicity %	MT stabilize HCS	TNAP activators	T cell HTS	T cell HTS vesicle-bound %	Hep lipid drop	Myeloid diff MLP	MT stabilize HCS Hoechst-high %	Insulin prom up	Myeloid diff MLP GFP+ MAC1+ %	Dynein cargo inh nuclear GR-EGFP	b-catenin transl cell count 5 µM	PMI inhibitors	Dynein cargo inh cell count	Hep lipid drop cells 6.5 µM	Dynein cargo inh	Dynein cargo inh cytoplasmic EGFP	Insulin prom up cell count
Cn1c(SCC(=O)NC(=O)Nc2ccccc2)nnc1-c1ccncc1	0.8	nt	nt	nt	i	16	-11	i	nt	-0.18	0.7	-0.19	1338	nt	1	678	-0.63	0.097	1114
Cc1cc(C(=O)NCc2ccccc2Cl)n(-c2ccccc2)n1	0.9	nt	nt	nt	i	24	5	i	nt	-0.93	0.8	0.7	1239	nt	-0.42	681	0.18	-0.13	1131
COc1cccc(OCCSc2nc(C)c(Cc3ccccc3)c(=O)[nH]2)c1	-1.6	7.0	1.5	1	i	41	12	i	2.1	-0.46	0.2	0.35	1088	-12%	-0.43	716	0.44	-0.26	1261
O=C(N/N=C/c1cccs1)c1n[nH]c2c1CCCC2	0.2	nt	nt	nt	i	41	1	i	nt	nt	0.7	0.49	1323	nt	0.19	674	-0.088	-0.26	nt
Cc1cccc(-n2c(Cc3ccccc3)nnc2SCC(=O)N2CCOCC2)c1	-2.1	9.7	2.1	1.2	i	54	nt	i	2.9	-0.45	2.6	1.1	1155	-7%	0.066	nt	0.98	0.59	703
N#C/C(=C/c1ccc(N2CCCCCC2)o1)c1ccc(F)cc1	nt	15	6.5	nt	i	56	nt	i	1.0	nt	0.4	3.5	nt	nt	0.38	nt	-3.8	26	nt
Cc1nn(-c2cccc3cccnc23)c(=O)c2ccccc12	-1.6	4.7	1.2	1	i	19	1	i	1.3	nt	0.7	0.068	1168	8%	0.48	727	-0.16	-0.22	nt
CN(C)/C=C/C1=C([N+](=O)[O-])C(c2cccc([N+](=O)[O-])c2)NC(=O)N1 (stereo not drawn)	2.0	nt	nt	nt	i	56	15	i	nt	-0.2	0.2	-1.1	1214	nt	0.6	629	-1.5	-0.74	1108
Cn1c(SCC(=O)C(C)(C)C)nnc1-c1ccccn1	-4.6	3.4	2.4	1	i	30	3	i	1.6	nt	0.3	0.33	1132	-20%	-0.074	697	-0.045	0.053	nt
Cc1ccc(NC(=O)C2CC(=O)N/C(=N/N=C/c3ccco3)S2)cc1 (stereo not drawn)	-0.4	6.8	5.8	1.1	i	50	-1	i	2.0	-0.13	0.5	-0.34	1103	-2%	0.31	645	-0.46	-0.25	1454
COCCN1C=C(C(=O)OC)C(c2ccccc2Cl)C(C(=O)OC)=C1	-1.2	7.9	2.5	1.4	i	35	-3	i	2.1	-0.63	0.0	0.3	1122	-1%	0.26	631	0.54	-0.28	1282
Cc1cc(O)c(-c2ccno2)cc1Cl	0.1	11	6.6	1	i	42	-11	i	2.7	-0.42	0.6	0.67	532	1%	-1.1	570	2.1	-0.27	1238
COc1ccc2o/c(=N\O)c(C(=O)Nc3ccccc3OC)cc2c1	0.8	6.6	2.2	1	i	41	-9	i	3.1	-0.2	1.4	-2.3*	1124	12%	-1.2*	722	-4.2*	1.2*	895
Cc1cc(C)c2ccc(=O)n(CC(=O)N/N=C/c3ccccc3Cl)c2n1	-0.5	nt	nt	nt	i	51	-8	i	nt	1.1	0.7	1.2	1301	nt	-1.4	696	0.91	-0.18	1091

Rows were taken by chance; about 3% have a hit in one of these screens.
